L929 necroptosis – L929 zVAD cell death inhibition. L929 zVAD necroptosis rescue, ATP luminescence, 24 h; with zVAD 60 µM. 0.38% of 220,000 active. viability rescue, % at 10 µM. AID 1377;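 active means activation, scaled between plate controls, above about 75%, limit read from the data; inactive means activation under that limit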;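 further: 0% = zVAD with DMSO and 100% = DMSO alone without zVAD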
Runt-CBFb FRET – Runt domain-CBFb interaction inhibition; Q01196+Q13951; inhibition, % at 20 µM; 0.46% of 220,000 active; AID 1496; Cerulean-Runt/Venus-CBFb FRET ratio 530/480, 1 h;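 active means inhibition over about 50% at 20 µM in the single-dose screen, limit read from the data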;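 further: 0% = DMSO wells and 100% = excess unlabeled CBFb competitor control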
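Schedule: protein complex preformed 1 h, compound exposure 1 h, room temperature, dark; test system: Cerulean-labeled Runt domain protein; amount: 100 nM per protein; buffer or medium: Tris 50 mM pH 7.5, KCl, K2SO4, 0.01% BSA; read-out: loss of energy transfer signal; detection: FRET fluorescence; controls: 5 µM unlabeled CBFb as full-inhibition high control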
MDM2 E3 inh – Mdm2 E3 ligase (human) inhibition. 0.11% of 210,000 active. Q00987. cell-based MDM2 ubiquitination luciferase reporter, 2 h; 0 = plate control, 100 = twice control, blank-subtracted. signal enhancement, % at 5 µM;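 active means signal enhancement of 30% or more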;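 further: luminescence tracks abundance of the self-degrading MDM2-luciferase fusion protein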
Target sequence (Q00987 whole entry, looked up, the tested form may be a part): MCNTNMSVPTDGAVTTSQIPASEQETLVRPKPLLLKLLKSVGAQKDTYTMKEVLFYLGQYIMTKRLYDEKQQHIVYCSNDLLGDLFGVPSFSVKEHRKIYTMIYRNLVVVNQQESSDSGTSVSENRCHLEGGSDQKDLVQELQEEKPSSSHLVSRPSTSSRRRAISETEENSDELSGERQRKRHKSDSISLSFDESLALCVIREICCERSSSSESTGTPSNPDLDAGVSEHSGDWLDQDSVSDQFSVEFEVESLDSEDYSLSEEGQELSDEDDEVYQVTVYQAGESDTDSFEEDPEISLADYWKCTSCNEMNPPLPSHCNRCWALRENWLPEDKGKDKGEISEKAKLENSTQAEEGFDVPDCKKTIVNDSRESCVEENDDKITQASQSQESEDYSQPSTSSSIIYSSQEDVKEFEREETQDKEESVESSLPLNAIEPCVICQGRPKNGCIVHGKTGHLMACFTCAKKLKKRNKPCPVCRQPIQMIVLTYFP
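Test system: mammalian cells stably expressing self-ubiquitinating, self-degrading MDM2 E3–luciferase fusion; Amount: 2000 cells in each well; Medium: DMEM; Schedule: 4 h settle plus 2 h compound, 37 °C; Technique: SteadyLite luciferase luminescence after 15 min room-temperature reagent incubation; Benchmarks: plate control and blank wells.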
14-3-3 Bad inh – disrupts binding of bovine 14-3-3 zeta to phospho-Bad peptide | P63103 | TR-FRET 14-3-3zeta/Dy647-pBad peptide displacement, 1 h | inhibition, % at 21.7 µM | 0.71% of 220,000 active | AID 781;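 active means inhibition above about 70%, limit read from the data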;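 further: 0% = full 14-3-3 plus peptide FRET controls and 100% = background without 14-3-3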
EBV gp42 block – EBV gp42 inhibition. Q1HVG2. Fluorescence polarization binding assay, mP read-out. inhibition, % (tested at 21.74 µM). 0.42% of 220,000 active; in the data active means inhibition above about 50%
Hck-Nef inh – blocks Nef-activated human Hck kinase | 0.68% of 220,000 active | Recombinant Hck-YEEI plus Nef, Z-Lyte FRET kinase assay | inhibition, % at 20 µM | P08631 | AID 463187;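 active means Hck-Nef kinase inhibition above about 50%, limit read from the data; inactive means inhibition below that limit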;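 further: 0% = DMSO with Hck plus Nef and 100% = Hck alone without Nef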
TbHK1 inh – T. brucei hexokinase 1 inhibition; recombinant TbHK1, G6PDH-coupled NADH A340; inhibition, % at 10 µM; 0.11% of 220,000 active;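 active means inhibition of 50% or more in the single-dose primary screen; inactive means inhibition below 50%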
NCF1 inh – blocks human p47phox regulatory protein of NADPH oxidases. 0.53% of 220,000 active. P14598. p47phox/p22phox peptide binding, fluorescence polarization, 2 h. inhibition, % at 24.7 µM;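 active means inhibition above about 30%, limit read from the data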;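 further: 0% = p47phox with labelled peptide and 100% = labelled peptide alone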
Target sequence (P14598 whole entry, looked up): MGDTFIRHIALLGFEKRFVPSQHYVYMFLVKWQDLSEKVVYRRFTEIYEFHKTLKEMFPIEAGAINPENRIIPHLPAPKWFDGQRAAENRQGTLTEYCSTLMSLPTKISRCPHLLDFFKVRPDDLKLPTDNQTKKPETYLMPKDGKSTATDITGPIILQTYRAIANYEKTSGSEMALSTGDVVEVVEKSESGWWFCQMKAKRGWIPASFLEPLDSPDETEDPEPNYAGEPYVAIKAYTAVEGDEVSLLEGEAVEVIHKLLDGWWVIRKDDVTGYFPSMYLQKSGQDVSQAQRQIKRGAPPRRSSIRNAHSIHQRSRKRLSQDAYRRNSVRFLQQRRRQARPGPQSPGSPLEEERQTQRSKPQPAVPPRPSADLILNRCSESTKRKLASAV
Runt-SMMHC FRET – blocks binding of human RUNX1 Runt domain to CBFb-SMMHC | Q01196+Q13951 | Cerulean-Runt/Venus-CBFb-SMMHC FRET ratio 530/480, 1 h | inhibition, % at 20 µM | 0.74% of 220,000 active | AID 1434;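 active means mean inhibition across duplicate retests at 20 µM reaching about 50%, limit read from the data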;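 further: 0% = DMSO wells and 100% = wells with excess untagged CBFb-SMMHC; inhibitors lower the FRET ratio by blocking Runt binding to CBFb-SMMHC; some results filed as inactive read as strong as hits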
The depositor's hits bear a star; / = not tested or not shown; [ ] = another dose, or the depositor's remark.

SMILES | L929 necroptosis | Runt-CBFb FRET | MDM2 E3 inh | 14-3-3 Bad inh | EBV gp42 block | Hck-Nef inh | TbHK1 inh | NCF1 inh | Runt-SMMHC FRET
N#Cc1c(N)c(C(=O)c2ccccc2)n2c1CCC2 | -0.2 | -1 | 4 | -12 | -16 | 1 | -22 | -13 | 5
O=C(Nc1ccccc1)c1ccc(=O)n(Cc2ccc(F)c(F)c2)c1 | 3.1 | -1 | 13 | -10 | -14 | 20 | -2 | -6 | 1
O=C(CCc1ccc(S(=O)(=O)NCCc2ccccc2)cc1)NCc1ccco1 | -0.4 | -2 | -2 | -5 | -22 | 4 | 2 | -11 | 1
Cc1cccc(N2CCN(C(=O)c3cc(=O)[nH]c4ccccc34)CC2)c1C | 2.0 | 0 | 4 | 0 | -19 | 23 | -21 | 2 | -2
O=C(CN1C(=O)C2CC=CCC2C1=O)Nc1ccc(S(=O)(=O)Nc2nccs2)cc1 (stereo not given) | -0.3 | -2 | / | 1 | -8 | 13 | 4 | -7 | -4
COc1ccc2cc(C(=O)C3CCCN(C(=O)c4ccnn4C)C3)ccc2c1 (stereo not given) | 0.7 | -2 | -2 | 8 | -5 | 7 | -19 | -7 | 8
CCOC(=O)c1c(Nc2nc(C)c(C(=O)NC)s2)sc(C)c1C | 0.3 | 18 | 6 | 0 | -13 | 9 | -18 | -11 | 1
Brc1cnc(N2CCCC2)nc1N1CCCCC1 | 0.3 | 1 | -8 | 6 | -2 | 1 | 0 | -5 | -4
CCOc1ccc2nc(SC3CC(=O)N(c4ccc(OC)cc4OC)C3=O)sc2c1 (stereo not given) | -0.9 | 6 | -9 | -8 | 2 | -6 | -10 | -12 | 3
Cn1c(CCN2CCOCC2)nc2cc(NC(=O)COc3ccccc3)ccc21 | 0.0 | 1 | -9 | -4 | -14 | 3 | -2 | -54 | -1
Cc1cc(C)n2nc(C(=O)OCC(=O)c3c[nH]c4ccccc34)nc2n1 | -1.1 | -2 | -4 | 0 | -14 | 21 | 2 | -7 | 3
CN(C)S(=O)(=O)c1cccc(N=c2scc(-c3ccc4c(c3)NC(=O)CO4)n2CC2CCCO2)c1 (stereo not given) | 0.2 | 2 | -23 | 70* | -22 | -1 | -21 | -4 | 2
COc1cc(Cl)c(C)cc1NC(=O)CSCC#N | -0.8 | -1 | 0 | 0 | 0 | -12 | 4 | -16 | 4
C=CCNC(=O)c1c(Br)cnn1-c1ccc(C)cc1 | 0.4 | -2 | -16 | -10 | -6 | -12 | -7 | 0 | -2
Cc1nnc(SCC2CCCO2)n1-c1ccccc1 (stereo not given) | -1.2 | -1 | -16 | -6 | -14 | -6 | 4 | -20 | -2
CC(C)(C)c1cc(-c2ccccc2)no1 | 0.1 | 0 | -45 | -3 | -20 | -5 | -1 | -10 | -4
CCCCCCCCCCC[C@@H](C[C@@H]1OC(=O)[C@H]1CCCCCC)OC(=O)[C@H](CC(C)C)NC=O | / | -10 | / | 4 | -1 | / | / | 1 | -10
NS(=O)(=O)c1ccc(NC(=S)Nc2ccc(F)c(F)c2)cc1 | 0.2 | 17 | -6 | -28[fluorescence artefact?] | 1 | 3 | 12 | -13 | 0
O=C(O)C1CCCN1C(=O)Nc1ccc(F)cc1 (stereo not given) | 0.5 | 0 | -15 | 6 | -25 | 9 | -1 | 7 | -6
CN(CC(O)COCc1cccs1)C1CCCCC1 (stereo not given) | -0.1 | -1 | 4 | -1 | -11 | 1 | 7 | -4 | 1
CC(=O)Nc1ccc(-c2ccnc(-c3ccc(NC(C)=O)cc3)n2)cc1 | 36 | 2 | -1 | -2 | 1 | 20 | -11 | -18 | 0
CC(C)C(=O)N1CCN(c2ccc([N+](=O)[O-])c(NC(C)c3ccccc3)c2)CC1 (stereo not given) | -0.4 | -10 | -6 | -26 | -6 | 3 | -7 | -8 | -7
CN(C)c1ccc(-c2nn3c(-c4ccccc4Cl)nnc3s2)cc1 | -0.2 | 6 | -27 | 6[fluorescence artefact?] | -7 | 15 | -11 | -10 | 20
Cc1ccc(NC(=O)N2CCN(Cc3ccc4c(c3)OCO4)CC2)cc1 | -0.3 | 2 | 7 | 6 | -8 | 3 | -2 | -4 | -6
CCOC(=O)N1CCN(S(=O)(=O)c2cc(OCC(N)=O)c(C)cc2Cl)CC1 | -0.3 | 3 | -11 | -2[fluorescence artefact?] | -18 | 8 | 6 | -7 | 0
COc1ccccc1-c1ccc(Nc2cccc(C(F)(F)F)c2)nn1 | / | -1 | -20 | -5 | -6 | -4 | 4 | 14 | -52
Clc1ccc(COn2ccnc2)cc1Cl | 88* | 3 | -17 | -4 | 10 | -6 | -4 | 0 | -3
N#Cc1nc(-c2cccs2)oc1NCCc1ccccc1 | 0.7 | 1 | -36 | -1 | 3 | 1 | -22 | -16 | -2
CC(=O)Nc1ccc(OCC(O)CN2CCN(S(=O)(=O)c3ccc(NC(C)=O)cc3)CC2)cc1 (stereo not given) | 0.6 | 2 | 5 | 4 | -18 | -2 | -8 | 4 | 0
Cc1nnsc1C(=O)N/N=C/c1ccc2ccccc2c1O | 67 | -55 | -9 | 8[fluorescence artefact?] | -109 | 3 | -4 | 7 | -171
Cc1ccc(-n2nnnc2-c2nc3ccccc3s2)cc1 | 0.6 | -2 | -5 | -6 | 3 | 3 | -15 | -4 | 10
CCCCOC(=O)CSC1=C(C#N)C(c2cccnc2)C(C(=O)OCC)=C(c2ccccc2)N1 (stereo not given) | -1.3 | -8 | -25 | -14 | 6 | 12 | 6 | -1 | -2
CCC(C)NC(=O)Cn1cc2c(n1)CCC(C)C2 (stereo not given) | 0.1 | 3 | -14 | 0 | -11 | 9 | 5 | -9 | 0
Oc1ccc(C(=S)N2CCCCC2)cc1Cl | 1.2 | 1 | -6 | -8[fluorescence artefact?] | 9 | 2 | -7 | -7 | 2
CCCCC(c1nnnn1CC1CCCO1)N1CCN(c2ccccc2)CC1 (stereo not given) | 0.7 | -1 | -5 | 7 | -17 | -1 | 4 | 0 | -3
CCc1ccc(N2CN=c3s/c(=C\c4ccccc4)c(=O)n3C2)cc1 | 1.9 | -1 | 2 | -4 | 2 | -2 | -33 | 4 | 0
O=c1cc(CN2CCN(c3ccc(F)cc3)CC2)nc2sccn12 | 0.4 | -1 | 8 | -6 | 24 | 0 | -6 | -8 | -5
O=S(=O)(/C=C/c1ccccc1)NC1CCCCCCC1 | 0.5 | -3 | -7 | -4 | -3 | -22 | 0 | -7 | 0
COc1ccc(Nc2nc(C)cc(C)c2C(N)=O)c(OC)c1 | -0.5 | 2 | -15 | -2 | -13 | 2 | 1 | -10 | 0
CC1CCCN(C(=O)Cn2c(=O)oc3ccccc32)C1 (stereo not given) | 0.5 | -2 | -18 | -1 | -28 | -1 | 2 | -2 | 1
Cc1ccc2nc(NC(=O)c3ccco3)sc2c1 | 0.4 | 1 | -20 | 3 | -30 | 12 | -31 | -8 | -1
CO/C([O-])=N/c1c[n+](-c2ccc(Cl)cc2)no1 | -0.1 | 0 | -15 | -2 | -19 | -2 | -11 | -9 | 5
COc1ccc(OC)c(C2C(C(N)=O)=C(C)Nc3nc(-c4cccc(Cl)c4)nn32)c1 (stereo not given) | 2.2 | 22 | -9 | -1[fluorescence artefact?] | -6 | -1 | -3 | -14 | -5
COC(=O)CSc1nc2cc3c(cc2cc1C)OCCO3 | 0.1 | -2 | 0 | 0 | -11 | 3 | -10 | -10 | 0
COCC(=O)N/N=C(\C)CC(=O)NCc1ccco1 | 2.4 | 0 | -13 | -14 | -3 | 8 | 1 | -1 | 2
O=C(COc1ccccc1F)NCc1ccc(-n2cccc2)cc1 | -1.1 | 1 | 10 | -12 | -23 | 24 | -2 | -5 | 0
Cc1cc2cc(C(c3nnnn3Cc3ccco3)N3CCc4ccccc43)c(=O)[nH]c2cc1C (stereo not given) | 0.5 | 40 | 0 | -10 | -10 | 1 | -5 | -45 | 39
CCOC(=O)C1=CSC2=NS(=O)(=O)CCN12 | 0.4 | -1 | -7 | 6 | 4 | 1 | 1 | 3 | -9
CC1=C(C(=O)OCC(C)C)[C@]23C(=O)c4ccccc4[C@@]2(O1)OC(N)=C3C#N | 0.1 | -3 | 9 | -16[fluorescence artefact?] | -2 | 2 | 3 | -3 | -9
COc1ccc(-n2c(C)cc(C(=O)Cn3nc(C(=O)O)c4ccccc4c3=O)c2C)cc1 | 1.1 | -1 | 5 | 7[fluorescence artefact?] | -22 | 18 | 7 | -41 | -1

Structural class, the entries above containing two or more sulfur atoms.
SMILES | L929 necroptosis | Runt-CBFb FRET | MDM2 E3 inh | 14-3-3 Bad inh | EBV gp42 block | Hck-Nef inh | TbHK1 inh | NCF1 inh | Runt-SMMHC FRET
O=C(CN1C(=O)C2CC=CCC2C1=O)Nc1ccc(S(=O)(=O)Nc2nccs2)cc1 (stereo not given) | -0.3 | -2 | / | 1 | -8 | 13 | 4 | -7 | -4
CCOC(=O)c1c(Nc2nc(C)c(C(=O)NC)s2)sc(C)c1C | 0.3 | 18 | 6 | 0 | -13 | 9 | -18 | -11 | 1
CCOc1ccc2nc(SC3CC(=O)N(c4ccc(OC)cc4OC)C3=O)sc2c1 (stereo not given) | -0.9 | 6 | -9 | -8 | 2 | -6 | -10 | -12 | 3
CN(C)S(=O)(=O)c1cccc(N=c2scc(-c3ccc4c(c3)NC(=O)CO4)n2CC2CCCO2)c1 (stereo not given) | 0.2 | 2 | -23 | 70* | -22 | -1 | -21 | -4 | 2
NS(=O)(=O)c1ccc(NC(=S)Nc2ccc(F)c(F)c2)cc1 | 0.2 | 17 | -6 | -28[fluorescence artefact?] | 1 | 3 | 12 | -13 | 0
CCOC(=O)C1=CSC2=NS(=O)(=O)CCN12 | 0.4 | -1 | -7 | 6 | 4 | 1 | 1 | 3 | -9

Some of these compounds in order of heavy-atom count, low to high:
SMILES | L929 necroptosis | Runt-CBFb FRET | MDM2 E3 inh | 14-3-3 Bad inh | EBV gp42 block | Hck-Nef inh | TbHK1 inh | NCF1 inh | Runt-SMMHC FRET
CCOC(=O)C1=CSC2=NS(=O)(=O)CCN12 | 0.4 | -1 | -7 | 6 | 4 | 1 | 1 | 3 | -9
COCC(=O)N/N=C(\C)CC(=O)NCc1ccco1 | 2.4 | 0 | -13 | -14 | -3 | 8 | 1 | -1 | 2
Cc1cc2cc(C(c3nnnn3Cc3ccco3)N3CCc4ccccc43)c(=O)[nH]c2cc1C (stereo not given) | 0.5 | 40 | 0 | -10 | -10 | 1 | -5 | -45 | 39

Source: PubChem BioAssay
